# Source: PubChem BioAssay
# TEAD-YAP inh: TEAD-YAP interaction inhibition; hit rate 1.4% among 640,000; inhibition, % at 9.12 µM; HEK-TIYL cells, TEAD-Gal4/YAP UAS-luciferase luminescence; AID 1259422; in the data active = inhibition above about 32%;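 also: 0% = median of test compound wells and 100% = reference inhibitor wells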
# FBW7 activator: human FBW7 E3 ligase activation, primary screen; Q969H0; AlphaScreen FBW7–phospho-cyclin E peptide binding, activator screen; normalized activity (activation), % at 26.1 µM; hit rate 0.13% among 650,000; AID 1259310; in the data active = normalized activity above about 1.9%;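 also: purified mutant Fbw7 with reduced substrate affinity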
# Target sequence (Q969H0 whole entry, looked up): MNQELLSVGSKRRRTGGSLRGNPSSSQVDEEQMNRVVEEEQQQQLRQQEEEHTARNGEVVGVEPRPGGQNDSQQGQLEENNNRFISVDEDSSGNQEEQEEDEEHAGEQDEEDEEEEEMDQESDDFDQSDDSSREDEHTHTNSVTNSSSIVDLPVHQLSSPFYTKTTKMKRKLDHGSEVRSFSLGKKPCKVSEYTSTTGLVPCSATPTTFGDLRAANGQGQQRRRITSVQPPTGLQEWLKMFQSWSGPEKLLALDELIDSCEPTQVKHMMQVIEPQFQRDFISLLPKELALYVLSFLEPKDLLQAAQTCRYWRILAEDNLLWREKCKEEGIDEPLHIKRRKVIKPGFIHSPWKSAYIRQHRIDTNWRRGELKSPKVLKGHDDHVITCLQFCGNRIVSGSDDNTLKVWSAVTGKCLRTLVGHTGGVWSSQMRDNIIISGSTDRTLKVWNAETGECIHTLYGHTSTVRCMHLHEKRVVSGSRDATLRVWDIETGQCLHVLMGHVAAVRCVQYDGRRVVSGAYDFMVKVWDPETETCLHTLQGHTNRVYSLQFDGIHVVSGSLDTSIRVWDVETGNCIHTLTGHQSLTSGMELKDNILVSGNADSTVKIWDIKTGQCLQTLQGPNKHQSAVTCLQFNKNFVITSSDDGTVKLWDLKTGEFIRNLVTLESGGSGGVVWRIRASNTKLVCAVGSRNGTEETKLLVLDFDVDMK
# MITF inh: blocks human microphthalmia-associated transcription factor; AlphaScreen MITF homodimerization, bead proximity signal; inhibition, % at 2.6 µM; hit rate 0.91% among 650,000; AID 1259374; in the data active = inhibition above about 50%;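 also: 0% = vehicle wells with protein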
# GPR151 ag: activates the human receptor GPR151; PathHunter beta-arrestin GPR151 cells, luminescence; activation, % at 11.2 µM; hit rate 1% among 650,000; AID 1508602; in the data active = activation above about 4.9%;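 also: 0% = median of compound wells and 100% = cells with positive control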
# * hit, by the source's call; i = inactive; & = joins results of further samples.
mol	TEAD-YAP inh	FBW7 activator	MITF inh	GPR151 ag
CCN(CC)CCNC(=O)CNC(=O)Cn1cnc2ccccc2c1=O	2	0.1	13	-1.3
COc1cc(/C=N/n2nnnc2N)ccc1OCC(C)C	-15	-0.3	-8	0.9
CCN(CC)c1nc(NCCc2ccc(OC)cc2)nc(Nc2ccccc2)n1	-7	0.2	4	-0.2
CC1CCN(c2nc3c(cc2C#N)COC(C)(C)C3)CC1	2	0.1	-4	0.3
O=C(CSc1nc2c(sc(=S)n2Cc2ccco2)c(=O)n1-c1ccccc1)Nc1nccs1	-5	-0.2	1	1.0
CS(=O)(=O)N1CCN(c2ccc([N+](=O)[O-])c(Sc3ccccn3)c2)CC1	-10	0.0	16	-1.7
CC(C)[C@@H](CO)Nc1ccc2ncc(-c3ccc4c(c3)OCO4)n2n1	21	-0.3	15	1.0
COc1ccc(Cl)cc1CN1CCN(c2cc(Nc3cccc(F)c3)c3c4c(onc24)-c2ccccc2C3=O)CC1	-6	-0.6	4	-0.2
O=C(NN=C1CCCC1)c1ccccc1I	-14	-0.1	-24	-0.5
CC1CCN(C(=O)Cn2nc(SCc3ccccn3)nc2N)CC1	5	0.1	26	17*
COc1ccc(NC(=O)c2sc(N3CCOCC3)nc2-c2ccccc2)c(OC)c1	-10	0.2	0	-0.2
CCOC(=O)C1=C(CSc2nc3sc4c(c3c(=O)n2C)CCCC4)NC(=O)NC1C (stereo not given)	-6	-0.1	-3	-0.3
COc1cc(C(=O)N2CCCCC2)cc(OC)c1OC	12	1.1	6	-0.9
COc1ccc(NC(=S)NCc2ccc(S(N)(=O)=O)cc2)cc1OC	1	-0.1	11	0.0
COc1ccc2c(c1OC)C(=O)OC2Nc1ccc(NC(C)=O)cc1 (stereo not given)	2	0.1	6	0.5
COc1ccc(NS(=O)(=O)c2ccc(NS(C)(=O)=O)cc2)cc1	7	-0.1	-7	0.7
O=C(Nc1ccc(Cl)cc1)C1CC(=O)N(c2ccc(Br)cc2)C1 (stereo not given)	6	-0.1	-2	2.3
COc1ccc(CNC(=O)c2cn(C)c(=O)c3c2c2ccccc2n3C)c(OC)c1	9	0.0	2	-0.3
O=C(Cc1ccccc1)N1CCN(c2ccc([N+](=O)[O-])cc2Cl)CC1	9	0.1	15	-1.2
c1cncc(-c2nc3cnccn3c2NCc2cccs2)c1	-7	0.1	-5	-0.9
CN(Cc1nc(-c2ccccc2)no1)C(=O)CC1(c2cccc(F)c2)CC(=O)N(C)C1=O (stereo not given)	-65	0.3	-9	0.8
Cc1c(C)c2cc3c(-c4ccccc4)coc3c(C)c2oc1=O	2	0.0	-3	0.2
Cc1nn(S(=O)(=O)c2ccc(Cl)cc2)c(C)c1S(=O)(=O)N1CCCC(C)C1 (stereo not given)	-13	0.1	-4	1.1
CCCC(=O)Nc1sc2c(c1C(N)=O)CCCCC2	4	0.2	23	0.0
Cc1csc(SCC(=O)NC23CC4CC(CC(C4)C2)C3)n1	2	0.1	5	-0.5
COCCCNC(=S)Nc1sc2c(c1C(=O)OC)CCC(C)C2 (stereo not given)	-6	0.3	26	0.2
COc1cccc(NC(=O)N2CCCC(CN3CCc4ccccc4C3)C2)c1 (stereo not given)	5	0.6	5	-1.7
CCOC(=O)CC(=O)CSc1nc2c(sc(=S)n2-c2ccccc2F)c(=O)n1-c1ccc(F)cc1	-2	0.0	22	0.1
COC(=O)C(=C/C(C)=C/N(C)C)C(=O)OC	4	0.8	1	-1.2
Cc1cc(C(=O)OCC(=O)NCc2ccco2)c(C)o1	3	-0.2	-2	-0.2

# Remaining list, next part.
mol	TEAD-YAP inh	FBW7 activator	MITF inh	GPR151 ag
O=C1c2ccccc2C(=O)N1CCN1CCOCCOCCN(CCN2C(=O)c3ccccc3C2=O)CCOCCOCC1	11	0.2	8	2.6
COc1ccc(N2CCN(c3nc(Cl)nc(N4CCOCC4)n3)CC2)cc1	5	-0.2	-5	-0.5
CC(C)(C)c1ccccc1OCC(=O)Nc1ncc(S(=O)(=O)c2ccc([N+](=O)[O-])cc2)s1	9	-0.1	-1	0.6
C=CCN1C(=O)/C(=C\c2ccc(O)cc2)SC1=Nc1ccccc1	-17	0.4	18	-0.1
CN(c1c(-c2ccc(Cl)cc2)c(=O)c1=O)C1CCCCC1	-5	0.1	4	0.3
CCc1ccc(NC(=O)c2sc(=S)n3c2[nH]c(=O)c2ccccc23)cc1	3	0.3	9	0.1
CC(C)CC(C(=O)c1c(N)n(C)c(=O)n(C)c1=O)N1C(=O)c2ccccc2C1=O (stereo not given)	4	0.1	-1	1.3
COC(=O)C1=C(C)N(CC(C)C)C(=O)/C1=C\c1ccc(OC)cc1OC	-3	0.0	45	-1.9
O=C(Cn1nc(C(=O)O)c2ccccc2c1=O)NCc1ccccc1Cl	7	0.1	13	-1.4
CC(c1ccccc1)N1C(=O)/C(=C\c2cccnc2)SC1=S (stereo not given)	11	-0.2	9	2.4
COc1ccc(CCNc2nc(-c3ccc(OC)cc3)nc3nc[nH]c23)cc1	22	0.2	11	-1.9
COc1ccc2cc(C3=NS(=O)(=O)c4ccccc4N3)c(=O)oc2c1	-7	0.6	3	0.7
CN(C)CCCNc1ncnc2sccc12	-7	-0.4	73*	0.4
COc1ccccc1C1CC(c2ccc(Br)cc2)Nc2nnnn21 (stereo not given)	-11	0.3	19	0.2
COc1ccc(C2SCCN2S(=O)(=O)c2ccc(Cl)cc2)cc1OC (stereo not given)	6	0.1	13	-0.1
C=CCn1c(O)c(C=Nc2ccccc2)sc1=S	-44&-41	0.2&-0.1	24&0	-1.5&0.1
CC(=O)C(C)n1c(Br)nc2c1c(=O)[nH]c(=O)n2C (stereo not given)	3	0.0	9	-0.5
Oc1c(C(c2ccc(Cl)cc2)N2CCCCC2)ccc2cccnc12 (stereo not given)	71*	-1.8	3	-0.8
CCCCCC(=O)N1c2ccc(Cl)cc2NC2=C(C(=O)CC(c3ccc(Cl)cc3)C2)C1c1ccc(OC)cc1 (stereo not given)	3	0.0	-12	-0.8
COc1ccc(C(=O)Nc2cc(-c3nc4ncccc4o3)ccc2C)cc1	0	0.1	-1	0.2
CCOc1ccc(-c2cnc(NCc3ccc(OC)cc3OC)n2C)cc1	8	0.4	44	-0.7
O=C(Cc1ccccc1)N/N=C/C=C/c1ccc(Br)cc1	-4	0.0	5	-1.3
Cc1ccc(NC(=O)CN(C)C(=O)CSc2n[nH]c(N)n2)cc1	-4	-0.2	-2	-2.2
COc1ccccc1CN1CCN(C(c2ccccc2)c2nnnn2C(C)(C)C)CC1 (stereo not given)	3	-0.1	-3	1.9
CCOc1ccccc1NC(=O)COc1ccc(F)cc1	-10	0.2	-3	-0.5
COc1ccc(N2CCN(S(C)(=O)=O)CC2)c([N+](=O)[O-])c1	-1	-0.3	20	0.0
CN(CC(=O)Nc1cccc(F)c1)S(=O)(=O)c1ccccc1	3	0.1	3	0.0
O=C(O)CCC(=O)Nc1ccccc1C(=O)c1ccccc1	-4	0.0	5	0.2
COC(=O)c1c(NC(=O)c2ccccc2OC)sc(C(=O)Nc2ccccc2)c1C	6	-0.1	3	0.7
FC(F)(F)c1ccc(Cn2cnc3c(NC4CC4)nc(Nc4ccc(-n5ccnc5)cc4)nc32)cc1	-8	-0.1	-2	1.0

# Next section
mol	TEAD-YAP inh	FBW7 activator	MITF inh	GPR151 ag
CCOc1ccccc1C(=O)NCC(=O)OCC(=O)c1ccc2c(c1)OCCO2	-5	-0.2	3	-0.9
COc1ccnc(N2CCC(N(Cc3cccnc3)S(C)(=O)=O)CC2)n1	5	1.1	9	1.7
COc1ccccc1-n1c(=S)sc2c(=O)n(-c3ccccc3)c(SCc3ccc(C(C)(C)C)cc3)nc21	-9	-0.1	-3	-1.1
COc1cc(NC2C3CC4CC(C3)CC2C4)cc(OC)c1 (stereo not given)	-7	0.1	14	1.3
COc1cccc(CN2CCc3nnc(CCNC(=O)C4CCCO4)n3CC2)c1 (stereo not given)	-9	-0.1	-16	6.3*
O=C1CCN(C2CC(=O)N(c3ccccc3)C2=O)CC1 (stereo not given)	6	0.7	9	1.3
Cc1cc(=O)[nH]nc1-c1ccc(Cl)c([N+](=O)[O-])c1	9	-0.1	5	-0.1
COc1cccc(CN2CCNC(=O)C2CC(=O)N2CCCCCCC2)c1OC (stereo not given)	-1	0.2	7	0.5
O=C(CN1CCN(c2cccc(Cl)c2)CC1)Nc1ccc(F)cc1	-5	0.2	2	0.2
O=C(Nc1ccc([N+](=O)[O-])cc1)/C(Cl)=C/c1ccccc1	-29	0.1	10	0.3
CCN(CC)CCCNC(=O)c1cn(CC(C)C)c(=O)c2c1c1ccccc1n2C	-6	-0.2	0	0.8
Cc1ccc(/C(N)=N/OC(=O)CCc2ccccc2)cc1	-23	0.0	9	5.0*
Cn1ncc2c(NC(c3ccccc3)c3ccccc3)ncnc21	-5	0.7	3	0.4
CCc1ccc(NC(=O)COc2ccc([N+](=O)[O-])cc2)cc1	2	0.0	14	-2.4
Cc1nonc1NCn1nnc2ccccc21	-11	0.0	2	0.1
O=c1[nH]ncc(N/N=C\c2ccc(O)cc2O)c1Cl	12	0.0	11	-6.6
O=C1C(=O)N(CCCN2CCOCC2)C(c2cccnc2)/C1=C(/O)c1ccccc1 (stereo not given)	-9	0.1	9	4.2
COc1ccc(C(=O)COC(=O)c2ccc(NC(C)=O)cc2)cc1[N+](=O)[O-]	8	-0.2	-38	4.7
NC(=O)c1cc(NC(=O)c2cccs2)c(Cl)cc1Cl	11	0.6	20	-1.4
c1nc2nc(N3CCC(N4CCOCC4)CC3)nc(NCCN3CCOCC3)c2[nH]1	-7	0.0	9	-1.6
NNC(=O)CN1CCN(Cc2ccc3c(c2)OCO3)CC1	1	-0.1	-3	1.0
N#C/C(=C\c1ccccc1)C(=O)OCC(=O)NC1CCCC1	-1	-0.1	4	0.1
CC(C)(C)NC(=O)CSCc1ccc(Br)cc1	-3	-0.2	6	-1.4
S=c1[nH]nc(COc2ccc(-c3ccccc3)cc2)n1-c1ccccc1	-5	0.0	-4	-0.3
CCSCC(=O)Nc1ccc(C)cc1	-12	0.0	6	2.0
COCC(C)NCc1cc(-c2ccccc2)ccc1O (stereo not given)	1	0.1	-12	0.9
CCOc1ccccc1C(=O)N(CCC(=O)OC)c1ccccn1	4	0.0	i	0.3
C=CCNC(=O)C1CCCN(S(C)(=O)=O)C1 (stereo not given)	0	-0.1	-5	3.9
CCCc1nc2ccc([N+](=O)[O-])cc2c(=O)n1Cc1cccc([N+](=O)[O-])c1	0	0.1	8	-2.2
COc1ccc(C2/C(=C(\O)c3ccccc3)C(=O)C(=O)N2c2cccnc2)c(OC)c1 (stereo not given)	-14	0.2	6	3.4

# 3 entries drawn at random from the list so far, as already listed:
mol	TEAD-YAP inh	FBW7 activator	MITF inh	GPR151 ag
COc1ccccc1-n1c(=S)sc2c(=O)n(-c3ccccc3)c(SCc3ccc(C(C)(C)C)cc3)nc21	-9	-0.1	-3	-1.1
Cn1ncc2c(NC(c3ccccc3)c3ccccc3)ncnc21	-5	0.7	3	0.4
O=C1C(=O)N(CCCN2CCOCC2)C(c2cccnc2)/C1=C(/O)c1ccccc1 (stereo not given)	-9	0.1	9	4.2

# (continued)
mol	TEAD-YAP inh	FBW7 activator	MITF inh	GPR151 ag
CCOc1ccc(/C(O)=C2/C(=O)C(=O)N(CCN(C)C)C2c2ccc(C(C)C)cc2)c(C)c1 (stereo not given)	8	0.2	-1	-1.5
Nc1nc(-c2ccc3ccccc3c2)cs1	-50	0.3	9	-2.1
O=C(Nc1ccc(S(=O)(=O)Nc2ncccn2)cc1)c1ccc(Br)o1	-7	0.1	-7	-2.5
C=CCc1c(C)nc(SC)nc1Nc1ccc(C)cc1	-2	0.1	7	1.6
C/C(Cl)=C/Cn1c(N2CCN(CCO)CC2)nc2c1c(=O)[nH]c(=O)n2C	4	0.1	-2	0.7
COc1cc(CN(C(=S)NCC(=O)NCc2ccco2)C2CCCC2)cc(OC)c1OC	-17	-0.1	-3	-0.9
COc1ccc(-c2csc(/C(C#N)=C/c3ccc(Cl)cc3)n2)cc1	4	0.0	-4	-0.9
COc1ccc(CNC(=O)CN(Cc2ccccc2)S(=O)(=O)c2ccc(F)cc2)cc1	-2	0.2	-4	0.7
CCc1ccc(NC(=O)C2CC(=O)Nc3ncnn32)cc1 (stereo not given)	-6	0.3	-7	0.3
Cc1ccc(S(=O)(=O)c2nnn3c2nc(NCc2ccco2)c2sccc23)cc1C	2	-0.2	5	-0.1
Cc1cc([N+](=O)[O-])nn1CC(=O)NCC(C)C	5	-0.1	11	-1.2
O=C(Nc1ccc([N+](=O)[O-])cc1)/C(=C/c1ccc(Cl)cc1)NC(=O)c1ccco1	-3	0.4	4	-2.0
CCCCOc1ccc(C(=O)N/C(=C/c2ccco2)C(=O)NC)cc1	2	0.0	9	0.2

# Entries of single compounds, quoted from the list. Values in the order: TEAD-YAP inh	FBW7 activator	MITF inh	GPR151 ag
# O=C(Nc1ccc(S(=O)(=O)Nc2ncccn2)cc1)c1ccc(Br)o1 reads -7	0.1	-7	-2.5
# CN(Cc1nc(-c2ccccc2)no1)C(=O)CC1(c2cccc(F)c2)CC(=O)N(C)C1=O (stereo not given) reads -65	0.3	-9	0.8
# CCOc1ccc(/C(O)=C2/C(=O)C(=O)N(CCN(C)C)C2c2ccc(C(C)C)cc2)c(C)c1 (stereo not given) reads 8	0.2	-1	-1.5
# O=C(NN=C1CCCC1)c1ccccc1I reads -14	-0.1	-24	-0.5
